Pf apPOL block = Pf-apPOL inhibitors, biochemical, fluorescence | inhibition, % at 10 µM | Plasmodium falciparum apicoplast DNA polymerase (apPOL) | 0.25% of 210,000 active | Recombinant Pf-apPOL, molecular beacon fluorescence, 1.5 h
mHTT CaM bind = mutant huntingtin-calmodulin interaction inhibitors – biochemical, AlphaScreen, primary screen; AID 1671202, 2021; inhibition, % at 15 µM; 3.6% of 190,000 active; P42858; AlphaScreen His-mHTT/GST-CaM binding, luminescence;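 also: 0% = both proteins with DMSO and 100% = one protein alone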
Target sequence (P42858 whole entry, looked up, stated change not applied): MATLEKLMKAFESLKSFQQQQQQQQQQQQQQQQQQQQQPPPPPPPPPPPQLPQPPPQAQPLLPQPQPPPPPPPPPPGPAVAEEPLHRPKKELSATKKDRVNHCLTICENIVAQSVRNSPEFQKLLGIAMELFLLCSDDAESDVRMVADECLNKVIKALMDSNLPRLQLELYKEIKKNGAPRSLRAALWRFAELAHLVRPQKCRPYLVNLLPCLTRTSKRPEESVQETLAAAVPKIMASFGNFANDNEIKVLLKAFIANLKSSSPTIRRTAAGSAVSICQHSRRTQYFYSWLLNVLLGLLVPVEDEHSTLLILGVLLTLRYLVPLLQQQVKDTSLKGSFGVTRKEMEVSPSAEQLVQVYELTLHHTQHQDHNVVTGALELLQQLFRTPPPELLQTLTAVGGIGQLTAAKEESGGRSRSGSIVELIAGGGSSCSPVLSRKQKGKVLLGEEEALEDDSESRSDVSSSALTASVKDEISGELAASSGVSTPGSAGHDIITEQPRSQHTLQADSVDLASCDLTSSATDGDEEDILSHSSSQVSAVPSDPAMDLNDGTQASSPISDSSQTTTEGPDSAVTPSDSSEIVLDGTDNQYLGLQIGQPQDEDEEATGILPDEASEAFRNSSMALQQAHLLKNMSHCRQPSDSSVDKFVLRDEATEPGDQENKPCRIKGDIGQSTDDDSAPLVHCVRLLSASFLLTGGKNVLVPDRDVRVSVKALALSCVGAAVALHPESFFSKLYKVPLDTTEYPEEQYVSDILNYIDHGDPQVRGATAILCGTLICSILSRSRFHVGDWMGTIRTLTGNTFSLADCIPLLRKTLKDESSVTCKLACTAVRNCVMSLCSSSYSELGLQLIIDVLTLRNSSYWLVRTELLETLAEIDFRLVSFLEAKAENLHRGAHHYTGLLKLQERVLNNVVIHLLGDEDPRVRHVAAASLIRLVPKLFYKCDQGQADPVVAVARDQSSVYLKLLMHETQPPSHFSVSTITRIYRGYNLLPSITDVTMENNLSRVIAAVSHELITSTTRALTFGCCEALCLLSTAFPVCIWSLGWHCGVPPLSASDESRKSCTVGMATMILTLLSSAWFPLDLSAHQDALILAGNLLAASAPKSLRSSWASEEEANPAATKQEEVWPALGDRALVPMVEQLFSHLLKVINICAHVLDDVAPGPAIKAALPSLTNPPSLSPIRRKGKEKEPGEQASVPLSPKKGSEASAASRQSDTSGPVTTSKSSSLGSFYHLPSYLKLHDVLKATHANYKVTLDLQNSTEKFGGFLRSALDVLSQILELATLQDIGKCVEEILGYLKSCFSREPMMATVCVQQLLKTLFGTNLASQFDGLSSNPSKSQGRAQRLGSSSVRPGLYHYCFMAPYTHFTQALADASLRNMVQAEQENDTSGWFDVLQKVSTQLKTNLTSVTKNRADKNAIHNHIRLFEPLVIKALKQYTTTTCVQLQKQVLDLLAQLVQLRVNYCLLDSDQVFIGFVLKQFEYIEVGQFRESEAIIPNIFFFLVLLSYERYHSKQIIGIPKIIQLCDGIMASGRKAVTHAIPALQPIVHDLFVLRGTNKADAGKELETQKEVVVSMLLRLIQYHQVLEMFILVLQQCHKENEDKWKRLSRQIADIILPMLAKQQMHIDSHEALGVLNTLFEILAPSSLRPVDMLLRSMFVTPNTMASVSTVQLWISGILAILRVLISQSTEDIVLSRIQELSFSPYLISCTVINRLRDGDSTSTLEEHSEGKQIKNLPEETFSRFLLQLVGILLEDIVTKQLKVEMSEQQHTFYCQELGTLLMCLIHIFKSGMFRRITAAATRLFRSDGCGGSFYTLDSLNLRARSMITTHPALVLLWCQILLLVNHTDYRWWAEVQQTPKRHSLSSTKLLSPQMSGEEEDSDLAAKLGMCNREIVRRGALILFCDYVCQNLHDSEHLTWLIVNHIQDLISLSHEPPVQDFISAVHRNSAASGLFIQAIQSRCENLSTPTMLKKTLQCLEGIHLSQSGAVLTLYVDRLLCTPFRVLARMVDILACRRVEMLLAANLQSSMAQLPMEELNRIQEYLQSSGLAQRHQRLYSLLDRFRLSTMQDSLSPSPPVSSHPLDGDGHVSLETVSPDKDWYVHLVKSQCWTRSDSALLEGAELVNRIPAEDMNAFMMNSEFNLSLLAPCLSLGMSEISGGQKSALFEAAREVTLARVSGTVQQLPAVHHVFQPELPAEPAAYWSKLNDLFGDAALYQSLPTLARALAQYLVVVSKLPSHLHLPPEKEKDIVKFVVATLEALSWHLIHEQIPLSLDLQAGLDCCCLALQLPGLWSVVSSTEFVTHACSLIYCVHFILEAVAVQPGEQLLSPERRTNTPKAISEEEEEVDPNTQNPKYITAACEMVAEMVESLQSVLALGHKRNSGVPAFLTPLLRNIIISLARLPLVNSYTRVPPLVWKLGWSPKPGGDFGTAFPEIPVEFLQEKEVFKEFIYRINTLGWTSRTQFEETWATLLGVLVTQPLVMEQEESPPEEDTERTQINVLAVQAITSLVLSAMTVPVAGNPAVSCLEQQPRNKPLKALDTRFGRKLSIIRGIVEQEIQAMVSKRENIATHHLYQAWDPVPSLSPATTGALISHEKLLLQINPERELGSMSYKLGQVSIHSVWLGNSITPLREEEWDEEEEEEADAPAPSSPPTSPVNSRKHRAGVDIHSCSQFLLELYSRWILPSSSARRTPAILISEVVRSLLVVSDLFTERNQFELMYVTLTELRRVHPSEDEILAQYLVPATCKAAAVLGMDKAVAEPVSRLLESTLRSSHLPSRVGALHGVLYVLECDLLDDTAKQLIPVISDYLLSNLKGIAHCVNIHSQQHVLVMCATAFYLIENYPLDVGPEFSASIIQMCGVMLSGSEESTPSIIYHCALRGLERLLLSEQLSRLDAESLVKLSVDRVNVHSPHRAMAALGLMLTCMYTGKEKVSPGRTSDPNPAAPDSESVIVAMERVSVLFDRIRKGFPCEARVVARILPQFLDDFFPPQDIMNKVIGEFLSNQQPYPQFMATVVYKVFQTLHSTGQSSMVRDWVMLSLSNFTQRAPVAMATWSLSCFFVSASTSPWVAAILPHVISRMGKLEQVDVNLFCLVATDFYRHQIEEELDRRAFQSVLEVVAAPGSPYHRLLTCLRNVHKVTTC
* hit, by the source's call; i = inactive; / = not tested or not shown; & = joins results of further samples. Rule as the data show it: active = inhibition above about 50%; inactive = the rest.

Below each compound: mHTT CaM bind, Pf apPOL block
> Cc1ccc(C)c(C(=O)Nc2nc(C)cc(C)c2-c2noc(C)n2)c1
  1, 2
> Cc1nc2sc(C#N)c(N)c2c(C)c1C
  -5&-3, 0
> C=CCSc1nc(O)cc(=O)n1C
  -2, 1
> CC(C)COC(=O)C1C2C=CC3(CN(C(c4ccccc4)c4ccccc4)C(=O)C13)O2 (centres undefined)
  26, -3
> CC(NC(=O)c1cc2ccccc2o1)c1ccccc1 (centres undefined)
  -7, 2
> COc1ccc(S(=O)(=O)N2CCN(c3ccccc3F)CC2)cc1C
  -5, -2
> COc1cccc(CSc2nc3c(c(=O)[nH]2)CN(Cc2ccc(F)cc2)CC3)c1
  24, -1
> CCc1ccc(C(C)NC(=O)c2ccnc3c(NC(C)=O)cccc23)cc1 (centres undefined)
  15, 4
> CCc1ccc(C2C(C(=O)OC3CCCC3)=C(C)NC3=C2C(=O)CC(C)(C)C3)cc1 (centres undefined)
  -44, 0
> O=C(O)CCCc1ccc2c(c1)OCCO2
  /, -2
> Cc1cc(C2CCCN2C(=O)Cc2ccc(Cl)cc2)no1 (centres undefined)
  -5, 1
> CC(C)(C)c1ccc2[nH]c3c(cc(NCCO)c4c(=O)c5ccccc5c(=O)c43)oc2c1
  24, -2
> Cc1ncc(Sc2ccc(Cl)cc2)c(-c2ccc(Cl)cc2)n1
  /, -7
> O=S1(=O)c2ccc(N3CCCC3)cc2Oc2ccccc2CN1Cc1cn(Cc2cccc(C(F)(F)F)c2)nn1
  -6, -8
> O=C(Cc1cccs1)Nc1nnc(-c2ccc(Br)s2)o1
  1, 0
> CCOc1ccc(C(=O)n2nnc3ccccc32)cc1
  22, -4
> O=C(Nc1c2c(nn1-c1cccc(Cl)c1)CS(=O)C2)c1c(F)cccc1Cl (centres undefined)
  4, -4
> CSc1nnc(-c2nn(C)c3c2CN(C(=O)c2ccc(C)cc2)CC3)n1C
  -1, -8
> CC1Cc2c(NC(=O)c3ccc(Br)o3)nn(C)c2NC1=O (centres undefined)
  52*, 0
> O=C(CSc1cn(CCNC(=O)c2ccccc2F)c2ccccc12)NC1CCCC1
  0, -2
> COC(=O)c1cc(Nc2ccccc2OC)c2cc(F)ccc2n1
  -10, 0
> O=C(COc1ccccc1)N1CCC(CNC(=O)C2(c3ccc(F)cc3)CC2)CC1
  -3, -5
> O=C(O)C1Cc2c([nH]c3ccccc23)C(c2cccc(Br)c2)N1 (centres undefined)
  8, 0
> CCC(=O)N1c2ccc(S(=O)(=O)N(CC)Cc3ccccc3)cc2CC1C (centres undefined)
  -3, 1
> Cc1ccc(-c2ccc(C=C3C(=O)OC(C)(C)OC3=O)o2)cc1
  7, 4
> COc1ccc(OC)c(NC(=O)c2cc3c(n2C)CCN(Cc2ccc(C)cc2)C3)c1
  78*, -5
> NC(=S)CS(=O)(=O)c1ccc(C(F)(F)F)cc1
  /, 1
> Cc1cc(C)c(CSCCNC2=CC(=O)CC(c3ccc(Cl)cc3)C2)c(C)c1 (centres undefined)
  /, -11&-16
> C=CCn1c(SCC(=O)Nc2ccc(OC(F)(F)F)cc2)nc2c1c(=O)n(C)c(=O)n2C
  -3, -2
> CC(=O)N1CCc2[nH]c3ccc(C(=O)N4CCCC4)cc3c2C1
  61*, 0

Random excerpt: 2 records from the list.
Below each compound: mHTT CaM bind, Pf apPOL block
> Cc1cc(C)c(CSCCNC2=CC(=O)CC(c3ccc(Cl)cc3)C2)c(C)c1 (centres undefined)
  /, -11&-16
> O=C(CSc1cn(CCNC(=O)c2ccccc2F)c2ccccc12)NC1CCCC1
  0, -2

Later entries.
Below each compound: mHTT CaM bind, Pf apPOL block
> CC(Oc1ccccc1)C(=O)Nc1ccc(S(=O)(=O)NC(C)(C)C)cc1 (centres undefined)
  -5, -2
> Cc1ccc(NC(=O)N2CCc3nc(-c4ccc(Cl)cc4)ncc3C2)cc1C
  -2, -4
> CCc1onc(C)c1C1CCCN1Cc1cn[nH]c1-c1ccc(OC)cc1 (centres undefined)
  18, 9
> O=c1[nH]c2ccccc2c(O)c1-c1nc(-c2cccc(F)c2)no1
  1, -8
> COc1cc(NC(=O)c2ccc3snnc3c2)cc(OC)c1
  /, -8
> NC(=O)c1nn2c(C(F)(F)F)cc(-c3ccccc3)nc2c1Br
  19, 3
> CC(C)=CCCC(C)CCN1CCN(C)CC1 (centres undefined)
  -1, -2
> CCCCOC(=O)Oc1ccc2c(=O)c(-c3ccccc3Cl)coc2c1
  1, 6
> CC1=C(C(=O)Nc2ccccc2C)C(c2cccnc2)C(C#N)=C(SCc2ccccc2)N1 (centres undefined)
  18, -2
> O=C(C=Cc1ccc2c(c1)OCCO2)c1ccc(Cl)cc1O
  4, 5
> COc1cccc(Nc2nc(-c3ccc(Cl)cc3)cs2)c1
  82*, -1
> CN(C)C(=O)c1cc2c(s1)CCC(C(=O)Nc1ccc(F)c(Cl)c1)C2 (centres undefined)
  2, -2
> CCC(CC)C(=O)Nc1ccc(C)cc1C
  -2, 0
> CCC(=O)N1CCN(c2nc3c(s2)CC(C(=O)Nc2ccc4c(c2)CCC4)CC3)CC1 (centres undefined)
  9, -6
> COc1ccccc1NC(=O)C1=C(C)Nc2nc(-c3ccncc3)nn2C1c1cccs1 (centres undefined)
  -4, -2
> Cc1cc(O)cc2c1C(=O)C(=Cc1ccccc1F)O2
  2, 0
> Cc1ccc(C(=O)Nc2ccc(O)cc2C(=O)O)cc1
  3, -1
> CCC(CO)Nc1nc2c(c(=O)n(C)c(=O)n2C)n1C (centres undefined)
  -4&5, -2&-5
> COc1cc(NC(=O)C2CC(=O)N(c3ccc4c(c3)CCN4C(C)=O)C2)cc(OC)c1 (centres undefined)
  10, 5
> Cc1ccc(-n2nc3c(c2NC(=O)c2cccc([N+](=O)[O-])c2C)CSC3)cc1
  13, 6
> COc1ccc(S(=O)(=O)N2CCN(c3ccc(-c4cccnc4)nn3)CC2)cc1OC
  2, 1
> COc1ccccc1NC(=O)NC1CCCCC1
  -4, -5
> COc1ccc(-c2nc3c4c5c(sc4ncn3n2)CCCC5)cc1
  1, -18
> Cc1noc(-c2nn(C)c3c2CN(C(=O)Cc2ccccc2F)CC3)n1
  -12, -2
> Cc1ccc(OC(=O)c2sc3ccccc3c2Cl)c([N+](=O)[O-])n1
  /, 7&4
> O=S(=O)(Cc1ccccc1)Nc1ccc(I)cc1
  5, 3
> c1ccc(C2CCC(N3CCN(Cc4cccnc4)CC3)CC2)cc1 (centres undefined)
  -1, 18
> CN(C(=O)Cc1c(C(=O)O)[nH]c2ccc(Cl)cc12)c1ccc(Br)cc1
  10, 1
> COc1cc(C(=O)N=c2sc3ccccc3n2C)cc(OC)c1OC
  8, -4
> CN(C)C=Nc1c(C#N)cnn1-c1ccccc1
  -6, 6
> CCn1c(=O)c(N2CCN(C(=O)Cc3ccc(OC)cc3Cl)CC2)nc2ccncc21
  2, -6
> COc1ccc(C2C(C#N)=C(N)N(c3ccccc3C(F)(F)F)C3=C2C(=O)CCC3)cc1OC (centres undefined)
  17, -1
> O=C(NCc1nc2ccccc2[nH]1)c1coc(NC(=O)c2ccco2)n1
  -8, -1
> Nc1cc(C2CCN(C(=O)c3c(F)cccc3F)CC2)no1
  -12, 3
> COc1ccc(-c2nnc3ccc(SC)nn23)cc1
  -14, -6
> CCc1ccccc1S(=O)(=O)N1CCc2c(c(-c3nc(-c4ccccc4)no3)nn2C)C1
  -3, -4
> Cc1nnc(Nc2ccc(Cl)c(Cl)c2)[nH]c1=O
  2, 2
> Cc1ccsc1CC1C(=O)N(C)C(=O)N(C)C1=O
  -4, -2
> Cc1cccc(-n2nc3c(c2NC(=O)c2cccc(Cl)c2)CS(=O)(=O)C3)c1C
  16, -3
> O=C(Nc1ccccc1)C(Cc1c[nH]c2ccccc12)NC(=O)C(c1ccccc1)c1ccccc1 (centres undefined)
  89*, 1
> CC(C)(C)CC(=O)N1CCCC(c2ccnc(-c3ccccc3)n2)C1 (centres undefined)
  26, -3
> CCn1c(=N)c(C(=O)NC2CCCC2)cc2c(=O)n3ccccc3nc21
  -2, -7
> N/C(=N\OC(=O)c1ccc2c(c1)OCO2)c1ccncc1
  i, -7
> Cc1nc(C2CN(C)CC23CCN(S(=O)(=O)c2cccnc2)CC3)n[nH]1 (centres undefined)
  1, -5
> COC(=O)c1ccccc1C(=O)N1CCC(c2nnc(-c3ccco3)o2)CC1
  -10, -2
> COc1ccc(C2CC(=O)Oc3c(C(CCN4CCOCC4)c4ccc5c(c4)OCO5)c(OC)cc(OC)c32)cc1 (centres undefined)
  79*, -6
> Cn1cc(CC(=O)Nc2ccc(F)cc2F)c2ccccc21
  6, 2
> Cc1ccc(CSc2nc3c(c(=O)n2-c2ccccc2)SCC3)cc1
  10, -5
> CN1CCN(C2CC(=O)N(c3ccccc3F)C2=O)CC1 (centres undefined)
  -9, 0
> COc1ccc(-c2noc(C3CCCN3C(=O)c3ccccc3F)n2)cc1 (centres undefined)
  5, 2
> COc1cc(OC)c2c(c1)OC(=O)CC2c1ccccc1OC (centres undefined)
  0, -7
> COc1ccc(CNC(=O)CCCN2C(=O)CCn3nc(C)cc32)cc1
  -2, -2
> Cc1cc(Cl)ccc1OC(C)C(=O)Nc1ccccc1C(N)=O (centres undefined)
  1, -5
> COC(CNC(=O)c1ccc(N2CCc3ccccc32)c([N+](=O)[O-])c1)OC
  58*, -4
> C=CCn1c(COc2c(Br)cc(C)c3c2CCC3)n[nH]c1=S
  /, 2&10
> O=C(NCc1[nH]nc2ccccc12)c1cccc(Cl)c1
  1, -3
> COc1ccccc1N1CCN(C(=O)C2C3CC4OC(=O)C2C4C3)CC1 (centres undefined)
  5, -8
> CC(C)CSc1oc(-c2ccco2)nc1S(=O)(=O)c1ccc(Br)cc1
  -10, -2
> COc1ccc(/C=C2\C(=O)c3ccccc3C2=C(C#N)C#N)cc1OC
  92*, -1
> O=C(Cc1csc(Nc2ccc(Cl)cn2)n1)Nc1ccc(-n2cnnn2)cc1
  24, -5

(more compounds)
Below each compound: mHTT CaM bind, Pf apPOL block
> O=C(O)CCNc1c2ccccc2nc2ccccc12
  3, -5
> CC(=O)C1=C(O)C(=O)N(CCc2ccccc2)C1c1ccccc1[N+](=O)[O-] (centres undefined)
  -1, 2
> COc1ccccc1-n1c(=O)c2cc3c(=O)n(-c4ccccc4OC)c(=O)c3cc2c1=O
  0, 3
> Cn1cc(C2=CCN(C(=O)c3cccc(Cl)c3)CC2)c2cccnc21
  27, -5
> COCC(=O)N1CCN(c2ccc(C)cc2C)C(=O)C1C (centres undefined)
  -6, 4
> Cc1cc(SCCC(=O)O)nc2c(C)cccc12
  -10, -1
> OCCN(CCO)Cc1c(F)cccc1F
  -4, -2
> COc1cccc(OC)c1C(=O)Nc1c2c(nn1-c1ccccc1C)CS(=O)C2 (centres undefined)
  -2, 1
> CCCc1c(C(=O)NNc2ccccc2OC)cnn1-c1ccccc1
  /, 8&2
> CC1CCN(c2ncc3c(n2)CCN(Cc2ccccc2F)C3)CC1
  -12, -4
> Cn1c(=O)c(C#N)c(-c2cccs2)n2cnnc12
  /, -7
> COc1ccc2nc(N3CCCC(C(=O)NC4CCCCC4)C3)sc2c1 (centres undefined)
  11, -6
> O=C(Nc1cccn2nc(C3CCC3)nc12)c1ccccn1
  3, -25
> Cc1ccc(-n2nc(C)c3sc(N4CCC(NC(=O)C5CCCCC5)CC4)nc32)cc1
  -2, -6
> Nc1nonc1-c1noc(-c2ccc[nH]c2=O)n1
  4, /
> CC1=NOC(=O)/C1=C/c1ccc(-c2ccccc2[N+](=O)[O-])o1
  3, -3
> CCOCC(=O)NCC1CCN(C(=O)Oc2ccccc2)CC1
  -4, -6
> Cn1nc(-c2nc(Cc3ccccc3)no2)c2c1CCN(C(=O)c1ccc(F)cc1F)C2
  -4, -5
> NC(=O)c1oc2ccccc2c1NC(=O)c1ccccc1
  3, -16
> CN(C)CC(O)COc1ccc(C(C)(C)CC(C)(C)C)cc1 (centres undefined)
  99*, -2
> Oc1c(C=NC2CCCCC2)[nH]c2ccc(Br)c(Cl)c12
  76*, 9
> O=C1CSC2(CCCCC2)N1c1ccc(Cl)cc1
  -2, -2

15 structures already listed, sorted by length of the SMILES, ascending:
Below each compound: mHTT CaM bind, Pf apPOL block
> OCCN(CCO)Cc1c(F)cccc1F
  -4, -2
> O=C(O)CCNc1c2ccccc2nc2ccccc12
  3, -5
> O=C1CSC2(CCCCC2)N1c1ccc(Cl)cc1
  -2, -2
> Nc1nonc1-c1noc(-c2ccc[nH]c2=O)n1
  4, /
> Cn1c(=O)c(C#N)c(-c2cccs2)n2cnnc12
  /, -7
> CCOCC(=O)NCC1CCN(C(=O)Oc2ccccc2)CC1
  -4, -6
> Oc1c(C=NC2CCCCC2)[nH]c2ccc(Br)c(Cl)c12
  76*, 9
> CC1CCN(c2ncc3c(n2)CCN(Cc2ccccc2F)C3)CC1
  -12, -4
> COc1ccc2nc(N3CCCC(C(=O)NC4CCCCC4)C3)sc2c1 (centres undefined)
  11, -6
> Cn1cc(C2=CCN(C(=O)c3cccc(Cl)c3)CC2)c2cccnc21
  27, -5
> CC1=NOC(=O)/C1=C/c1ccc(-c2ccccc2[N+](=O)[O-])o1
  3, -3
> COc1cccc(OC)c1C(=O)Nc1c2c(nn1-c1ccccc1C)CS(=O)C2 (centres undefined)
  -2, 1
> Cc1ccc(-n2nc(C)c3sc(N4CCC(NC(=O)C5CCCCC5)CC4)nc32)cc1
  -2, -6
> Cn1nc(-c2nc(Cc3ccccc3)no2)c2c1CCN(C(=O)c1ccc(F)cc1F)C2
  -4, -5
> COc1ccccc1-n1c(=O)c2cc3c(=O)n(-c4ccccc4OC)c(=O)c3cc2c1=O
  0, 3

Some of the compounds tested, so the mix of outcomes need not match the whole.
